# ASK1 inh: ASK1 kinase inhibitors, primary screen, biochemical, AlphaScreen; actives 0.99% (n = 22,000); AlphaScreen MKK6 phosphorylation by ASK1, luminescence; AID 1159602, 2016; inhibition, % at 7.44 µM; in the data active = inhibition above about 35%;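 note: 0% = median of compound wells and 100% = no enzyme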
# Target sequence (Q99683 whole entry, looked up): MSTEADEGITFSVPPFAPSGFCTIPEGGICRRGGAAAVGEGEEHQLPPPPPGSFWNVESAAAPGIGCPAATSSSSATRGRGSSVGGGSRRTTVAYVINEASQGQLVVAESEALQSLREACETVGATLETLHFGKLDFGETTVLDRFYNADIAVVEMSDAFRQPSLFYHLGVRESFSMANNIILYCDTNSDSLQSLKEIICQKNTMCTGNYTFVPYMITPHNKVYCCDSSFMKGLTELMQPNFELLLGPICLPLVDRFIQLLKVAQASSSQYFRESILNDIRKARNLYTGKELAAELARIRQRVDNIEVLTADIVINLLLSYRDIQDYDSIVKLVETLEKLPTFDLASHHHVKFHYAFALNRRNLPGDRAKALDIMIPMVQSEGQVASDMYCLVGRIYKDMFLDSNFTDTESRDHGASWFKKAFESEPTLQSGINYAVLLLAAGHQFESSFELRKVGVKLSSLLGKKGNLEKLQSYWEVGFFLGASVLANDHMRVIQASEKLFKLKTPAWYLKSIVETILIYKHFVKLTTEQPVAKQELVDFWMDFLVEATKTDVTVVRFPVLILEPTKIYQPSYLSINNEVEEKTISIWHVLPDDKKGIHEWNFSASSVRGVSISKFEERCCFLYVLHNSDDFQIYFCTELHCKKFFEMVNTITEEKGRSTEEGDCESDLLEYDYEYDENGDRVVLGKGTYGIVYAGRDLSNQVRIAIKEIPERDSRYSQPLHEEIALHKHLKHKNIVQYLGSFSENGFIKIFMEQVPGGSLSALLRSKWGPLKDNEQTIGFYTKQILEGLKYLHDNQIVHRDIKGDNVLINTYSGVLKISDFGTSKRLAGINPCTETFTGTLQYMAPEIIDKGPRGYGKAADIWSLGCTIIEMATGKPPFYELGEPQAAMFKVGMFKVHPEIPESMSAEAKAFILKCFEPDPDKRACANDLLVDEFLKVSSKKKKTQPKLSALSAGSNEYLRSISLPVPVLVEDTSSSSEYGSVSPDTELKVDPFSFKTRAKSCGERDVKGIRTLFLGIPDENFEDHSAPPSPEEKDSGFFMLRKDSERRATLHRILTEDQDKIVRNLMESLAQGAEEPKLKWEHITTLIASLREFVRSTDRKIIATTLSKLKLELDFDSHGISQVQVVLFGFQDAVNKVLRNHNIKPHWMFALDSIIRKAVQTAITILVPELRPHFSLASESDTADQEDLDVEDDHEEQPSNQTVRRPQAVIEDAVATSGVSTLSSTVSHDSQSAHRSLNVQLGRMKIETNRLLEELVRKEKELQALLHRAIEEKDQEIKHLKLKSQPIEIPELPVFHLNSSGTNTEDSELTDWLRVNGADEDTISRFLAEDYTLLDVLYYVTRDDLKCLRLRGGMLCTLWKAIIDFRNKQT
# ULK1 inh: ULK1 kinase inhibitors, primary screen, biochemical, AlphaScreen. actives 1.9% (n = 30,000). AlphaScreen Atg13 phosphorylation by ULK1, luminescence. inhibition, % at 5.96 µM. Serine/threonine-protein kinase ULK1 (Homo sapiens), O75385; in the data active = inhibition above about 43%;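 note: 0% = median of compound wells and 100% = no enzyme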
# * hit, by the source's call; . = no result given.
ASK1 inh	ULK1 inh	molecule
15.4	-5.7	FC(F)(F)c1ncn(-c2ccc(Nc3nccc(-c4ccc5c(c4)OCO5)n3)cc2)n1
13.1	-8.2	COc1cc(NC(=O)c2cccc(-n3cc(Nc4nnnn4-c4ccccc4C)cn3)c2)ccc1N1CCOCC1
.	-2.0	CCNC(=S)N/N=C/c1ccccc1Oc1nc(C)cc(OC)n1
-31.0	-9.1	c1ccc2c(c1)CCN(c1nccc(NCCN3CCOCC3)n1)C2
.	-4.7	Cc1nc(NC2CC2)cc(-c2ccccc2F)n1
-6.5	1.5	Cc1nn(C)c(C)c1-c1ncc(C(=O)NC2CCN(Cc3ccccc3)CC2)s1
-22.8	-17.0	COc1ccc(-c2nc(NCc3nc4ccccc4[nH]3)c3ncn(CCN4CCCC4=O)c3n2)cc1
1.6	3.8	O=C(Nc1ccc2[nH]ncc2c1)C1CCCN(C(=O)C(O)c2ccc(Br)cc2)C1 (stereo unspecified)
-3.9	12.5	COc1ccc(C(N)c2nc3cc(-c4cn[nH]c4)c(F)cc3[nH]2)cc1 (stereo unspecified)
-0.1	1.5	Cc1cc(NCCO)nc(NCc2cccnc2)n1
4.5	0.0	Cc1nn(C)c(C)c1-c1nc2ncnc(NC3CC3)c2[nH]1
.	4.1	O=C(Nc1c(Cl)cc(Cl)cc1[N+](=O)[O-])c1ccc([N+](=O)[O-])cc1
27.1	23.3	COc1cc(NC(=O)Cc2cn(-c3ccc(Oc4ccccc4)nn3)c3ccccc23)cc(OC)c1OC
12.2	26.0	O=C1CCCN1CCn1cnc2c(Nc3ccc(N4CCOCC4)cc3)nc(Nc3nccc4ccccc34)nc21
.	-26.1	COCCOC(=O)C1=C(C)NC(C)=C(C(=O)OC/C=C/c2ccccc2)C1c1cccc([N+](=O)[O-])c1 (stereo unspecified)
.	2.8	COc1ccc(OCC(=O)N/N=C/c2ccc([N+](=O)[O-])o2)c(I)c1
11.6	-41.2	COC(=O)c1cc(NC(=O)CCCN(C)C)cc(-n2ncc3cc(Nc4ccccc4Cl)ccc32)c1
.	-8.9	Cc1cnc(CNc2cc(-c3cccc(C(F)(F)F)c3)nc(-c3cccnc3)n2)nc1
7.5	-3.4	CC(C)(C)OC(=O)N[C@H](Cc1ccccc1)c1nc(-c2ccncc2)no1
-1.9	-13.1	O=C1CCCN1CCn1cnc2c(NCCOc3ccccc3)nc(-c3ccccc3)nc21
-9.0	11.4	O=C(NC1CC1)c1ccc(-c2ccc(C(=O)NCCOc3ccccc3)s2)cc1
.	7.7	CC(C)Cn1cnc2c(N)nc3ccccc3c21
4.8	-5.8	COc1cccc2c1CC(C(=O)Nc1ccc(-c3cn[nH]c3)cc1OCCN(C)C)CO2 (stereo unspecified)
-1.6	2.2	COc1ccc(CCNc2cc(Nc3cnccn3)nc(N)n2)cc1
-22.7	-59.7	CC(=O)c1cccc(-c2nc(Nc3ccc(Oc4ccccc4)cc3)c3ncn(CCN4CCCC4=O)c3n2)c1
.	-11.2	O=c1ccc2cc(S(=O)(=O)N3CCC(c4c[nH]c5ccccc45)CC3)ccc2o1
-9.6	3.2	CC(=O)c1cccc(-c2cc(C(=O)NC3CCN(Cc4ccccc4)CC3)ccn2)c1
23.0	8.7	c1ccc(CNc2ccnc(Nc3ccc(N4CCOCC4)cc3)n2)cc1
0.6	3.0	CCCNC(=O)c1cccc(-c2ccc(OC)cc2)c1
.	-0.8	COc1cccc(N(CC(=O)N2CCN(c3ccccc3)CC2)S(C)(=O)=O)c1

# A draw from above in order of formula weight, low to high.
ASK1 inh	ULK1 inh	molecule
.	7.7	CC(C)Cn1cnc2c(N)nc3ccccc3c21
0.6	3.0	CCCNC(=O)c1cccc(-c2ccc(OC)cc2)c1
-1.6	2.2	COc1ccc(CCNc2cc(Nc3cnccn3)nc(N)n2)cc1
7.5	-3.4	CC(C)(C)OC(=O)N[C@H](Cc1ccccc1)c1nc(-c2ccncc2)no1
.	2.8	COc1ccc(OCC(=O)N/N=C/c2ccc([N+](=O)[O-])o2)c(I)c1
1.6	3.8	O=C(Nc1ccc2[nH]ncc2c1)C1CCCN(C(=O)C(O)c2ccc(Br)cc2)C1 (stereo unspecified)

# Remaining list, next part
ASK1 inh	ULK1 inh	molecule
.	-6.4	NNc1nc(NN)nc(Nc2ccccc2)n1
.	-7.5	CCCCN(C)c1ncnc2c1cnn2-c1cc(C)cc(C)c1
.	-6.1	CN(Cc1ccccc1)c1cc(-c2ccccn2)nc(-c2ccccn2)n1
-13.8	-9.1	O=C(Nc1ccc2[nH]ncc2c1)[C@H](O)COc1ccc(Cl)cc1
-9.8	11.5	CC(C)n1cnc2c(NCCCN3CCCC3=O)nc(Nc3nc4ccccc4n3C)nc21
.	-7.9	NC(N)=Nc1nc(CSCC/C(N)=N/S(N)(=O)=O)cs1
-8.2	0.3	Cc1nn(C)c(C)c1-c1nc(NC2CC2)c2ncn(CCN3CCCC3=O)c2n1
-13.7	49.9*	CS(=O)(=O)Cc1ccc(-c2ccnc(Nc3ccc(S(N)(=O)=O)cc3)n2)cc1
10.6	-4.3	c1ccc2c(c1)CCN(c1nc(NCc3nc4ccccc4[nH]3)c3[nH]cnc3n1)C2
.	2.0	CC(O)C(N)C(=O)O (stereo unspecified)
-15.6	3.4	Nc1n[nH]c2cc(-n3cc(C(=O)NCC(O)c4ccc(Cl)cc4)nn3)ccc12 (stereo unspecified)
4.7	-3.8	COc1ccc(CCNC(=O)c2cccc(Nc3ccc(-n4ccnc4)cc3)c2)cc1
-6.1	1.7	O=C(Nc1ccccc1)c1cnc(N2CCCC2CO)s1 (stereo unspecified)
-59.4	95.3*	Cc1cnc(Nc2ccc(N3CCOCC3)cc2)nc1Nc1ccccc1C(N)=O
.	-2.8	O=C1c2ccccc2CCc2ccccc21
-3.9	-9.9	COc1ccc(-c2cc(NCCN3CCOCC3)ncn2)cn1
-4.0	-8.1	c1ccc(OCCNc2nc(NCc3cccnc3)nc3c2ncn3-c2ccccc2)cc1
4.3	13.0	Cc1cnc(N2CCC(N3CCOCC3)CC2)nc1NCc1nc2ccccc2[nH]1
-4.8	0.1	CC(C)N(CCNc1ccnc(Nc2ccc(N3CCOCC3)cc2)n1)C(C)C
0.5	3.0	COc1cc2nc(NCCCN3CCCC3=O)nc(NCc3ccccc3)c2cc1OC
9.5	-5.2	O=C(NCCOc1ccccc1)c1ccnc(Nc2ccc(-n3ccnc3)cc2)c1
48.2*	17.2	c1ccc(OCCNc2nc(Nc3ccc(N4CCOCC4)cc3)nc3c2ncn3C2CCCCC2)cc1
-12.3	21.3	COc1cc(NC(=O)c2ccc3nc(-c4ccc(C(=O)NC5CC5)cc4)sc3c2)cc(OC)c1OC
-1.8	4.7	O=C(Cc1cn(-c2ccc(N3CCCC3CO)nn2)c2ccccc12)NC1CC1 (stereo unspecified)
.	-8.8	COCCOC(=O)C1=C(C)NC2=C(C(=O)CC(c3cccs3)C2)C1c1cccs1 (stereo unspecified)
-9.2	-6.5	O=S(=O)(c1ccc(Nc2nccc(-c3ccccc3)n2)cc1)N1CCOCC1
.	9.4	CCC[C@@H]1C[C@@H](C(=O)N[C@@H](C2O[C@H](SC)[C@H](O)[C@@H](O)[C@H]2O)[C@H](C)Cl)N(C)C1 (stereo partly specified)
.	-7.0	COc1ccc2cc(C=O)ccc2c1
-5.2	1.2	COc1cc2nc(Nc3ccc4ncccc4c3)nc(NCCN(C(C)C)C(C)C)c2cc1OC
6.3	1.1	COc1cc(Nc2cc(-c3ccc(N4CCOCC4)nc3)nc(N)n2)cc(OC)c1OC
-15.3	36.5	O=C(Nc1ccc2[nH]ncc2c1)C1CCN(C(=O)c2nc3ccc(F)cc3[nH]2)CC1
31.2	-5.9	Cc1nc(C)n(-c2ccc(Nc3nccc(-c4cc(F)cc(-c5cnn(C)c5)c4)n3)cc2)n1
.	2.2	COCCn1c(-c2ccc(F)cc2)cnc1NCc1cccc([N+](=O)[O-])c1
.	3.7	Cc1nc(SC(C)C(=O)O)[nH]c(=O)c1Cc1ccccc1 (stereo unspecified)
2.0	2.4	O=C1CCCN1CCCNc1cc(Nc2ccc3ncccc3c2)ncn1
1.1	-28.2	COc1ccc(CCNc2nc(-c3ccc(C(=O)N4CCN(C)CC4)cc3)nc3c2ncn3Cc2ccc(C(F)(F)F)cc2)cc1
-3.6	-10.8	COc1ccc(CCNc2nc(Nc3ccc4ncccc4c3)nc3c2ncn3CCN2CCCC2=O)cc1
.	4.2	O=C(Oc1cccc2cccnc12)c1ccccc1
9.3	11.1	COc1cc(Nc2nc(Nc3ccccc3)nc3nc[nH]c23)cc(OC)c1OC
12.9	5.1	c1ccc2c(c1)CC(c1nc3ccc(-c4cn[nH]c4)cc3[nH]1)CCO2 (stereo unspecified)
.	-7.3	O=C(N1CCOCC1)N1CCCc2ccccc21
-25.6	-3.2	COc1nc(NC2CC2)nc(-c2ccc(N3CCOCC3)nc2)n1
.	-17.3	Cc1cnc(CNc2cc(-c3cncc(-c4ccc(Cl)cc4)c3)nc(C)n2)cn1
10.0	22.6	CC(C)n1cnc2c(Nc3ccc4c(c3)OCO4)nc(N3CCC(N4CCOCC4)CC3)nc21
3.2	64.2*	Cc1ncn(-c2ccc(Nc3ncc4cccc(-c5cnn(CC6CC6)c5)c4n3)cc2)n1
-7.4	1.6	CC(=O)Nc1ccc(Nc2cc(Nc3cccc(N(C)C)c3)ncn2)cc1
.	-5.6	CCCCC(=O)n1ccn(S(=O)(=O)c2ccc(C)cc2)c1=O
1.4	-14.9	c1ccc(Nc2nc(-c3ccccc3)nc3nc[nH]c23)cc1
12.4	-3.6	CC(=O)Nc1ccc(NC(=O)c2ccc3nc(N4CCC(N5CCOCC5)CC4)sc3c2)cc1
33.1	7.9	O=C(Cc1cn(-c2ccc(Nc3ccc(N4CCOCC4)cc3)nn2)c2ccccc12)NCc1cccc(C(F)(F)F)c1
-24.8	5.4	CS(=O)(=O)Nc1ccc(-c2cnc3cccc(Nc4cncnc4)c3c2)cc1
-3.6	5.2	CCCNc1nc(-c2csc3ccccc23)nc2c1ncn2C1CCCCC1
-0.6	-12.2	CCN(CC)c1nc(NCCc2ccc(OC)cc2)nc(N2CCCC2CO)n1 (stereo unspecified)
-9.2	23.5	N[C@H](Cc1ccc(Br)cc1)C(=O)N1CCC(c2nc(-c3ccncc3)no2)CC1
.	1.8	O=C(O)c1ccc(-n2cc(-c3cc(F)cc(F)c3)cn2)cc1
-3.5	-9.5	COc1ccc(-c2nc(NCCOc3ccccc3)c3ncn(C(C)C)c3n2)cn1
.	9.5	CN1CCCCC1CCN1c2ccccc2Sc2ccc(S(C)=O)cc21 (stereo unspecified)
-3.0	-14.8	Nc1cccc(-c2ncc(C(=O)NCCc3ccc(O)cc3)s2)c1
-16.7	1.5	Cc1cc(NCc2ccccc2)nc(Nc2ccncc2)n1
-6.9	-8.7	O=C1CCCN1CCn1cnc2c(NCCc3ccc(O)cc3)nc(NCCN3CCOCC3)nc21

# Compound profiles, as listed above:
# `CC(=O)Nc1ccc(NC(=O)c2ccc3nc(N4CCC(N5CCOCC5)CC4)sc3c2)cc1` across the screens: ASK1 inh = 12.4; ULK1 inh = -3.6
# `CC(=O)Nc1ccc(Nc2cc(Nc3cccc(N(C)C)c3)ncn2)cc1` across the screens: ASK1 inh = -7.4; ULK1 inh = 1.6

# Back to the main list; the 3 compounds before the break are reprinted first.
ASK1 inh	ULK1 inh	molecule
-3.0	-14.8	Nc1cccc(-c2ncc(C(=O)NCCc3ccc(O)cc3)s2)c1
-16.7	1.5	Cc1cc(NCc2ccccc2)nc(Nc2ccncc2)n1
-6.9	-8.7	O=C1CCCN1CCn1cnc2c(NCCc3ccc(O)cc3)nc(NCCN3CCOCC3)nc21
0.6	-2.3	CC(C)N(CCNC(=O)c1cncc(-c2cccs2)c1)C(C)C
8.8	6.5	O=C(NCc1ccccc1)c1cc(NC2CCC(O)CC2)nc2ccccc12 (stereo unspecified)
-13.3	-2.8	COc1cc2nc(Oc3ccccc3)nc(NCc3cccc(C(F)(F)F)c3)c2cc1OC
.	13.2	Nc1nc(N)c(-c2ccccc2)s1
16.0	-8.4	COc1ccc(-c2cccc(C(=O)Nc3cc(OC)c(OC)c(OC)c3)n2)cn1
-13.2	-3.2	CCN(CC)c1nc(NC2CCN(Cc3ccccc3)CC2)nc(N2CCOCC2)n1
.	-3.0	FC(F)(F)C(Cl)Br (stereo unspecified)
8.2	19.8	COc1cc(Nc2ccc(-n3cc(CC(=O)NCCCN4CCCC4=O)c4ccccc43)nn2)cc(OC)c1OC
.	-2.6	Nc1ccn([C@H]2CC[C@@H](CO)O2)c(=O)n1
-0.1	-15.6	O=C1CCCN1CCCNc1nc(N2CCOCC2)nc2c1ncn2Cc1ccc(C(F)(F)F)cc1
8.8	13.0	CC(=O)Nc1ccc(Nc2nc(Cl)ncc2C)cc1
-9.1	-5.4	O=C1CCCN1CCn1cnc2c(NC3CCN(Cc4ccccc4)CC3)nc(NCc3cccnc3)nc21
-2.9	-12.2	Cc1cc(NCc2cccc(C(F)(F)F)c2)nc(-c2ccc(C(=O)NC3CC3)cc2)n1
0.8	26.3	CC(C)n1cnc2c(Nc3ccc(Oc4ccccc4)cc3)nc(-c3ccc(C(=O)NC4CC4)cc3)nc21
.	12.2	CN1CC(=O)N/C1=N\C(=O)Nc1cccc(Cl)c1
9.4	-10.0	O=C(NCCCN1CCCC1=O)c1ccc2nc(-c3ccccc3)sc2c1
.	-6.3	CS(=O)(=O)c1cccc(N2CCN(Cc3cccc(Cl)c3)C2=O)c1
-3.4	-0.8	CCN(CC)CCOc1cc(-c2ccncc2)ccc1NC(=O)C1COc2ccc(OC)cc2C1 (stereo unspecified)
.	-2.5	COc1cccc2cc(-c3csc(NC(=O)c4ccccc4)n3)oc12
10.1	-7.3	O=C(NC[C@@H](O)c1ccccc1)c1cn(-c2ccncc2)nn1
12.0	14.1	Nc1nccc(-c2ccc3nc(C4COc5ccccc5C4)sc3c2)n1 (stereo unspecified)
-25.0	-3.7	CS(=O)(=O)Cc1cccc(-c2ccnc(Nc3ccc(-n4ccnn4)cc3)n2)c1
1.6	-9.0	NC(=O)c1ccc(-c2nc(Nc3ccc(N4CCOCC4)cc3)c3ncn(-c4ccsc4)c3n2)cc1
.	13.4	Cc1cc(O)c(C(c2ccc(F)cc2)N2CCCCC2)c(=O)n1Cc1ccco1 (stereo unspecified)
